# Compound activity (PubChem BioAssay)
# KB-3-1 cytotox: qHTS assay for MDR1-selective chemotherapeutics: Primary screen using the parental adenocarcinoma cell KB-3-1. KB-3-1 viability, CellTiter-Glo ATP luminescence, 72 h. 400,000 tested, 1.4% active. Potency, µM (top dose mostly 46.1 µM), without a hit: top-dose activity change, negative = cytotoxic, most hits filed as cytotoxic; also: % is scaled to controls: 0 for no effect and ±100 for the full control effect; nearly all actives have a fitted effect of over 60% in size
#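 Parental KB-3-1 viability, qHTS format: 72 h compound exposure, 37 °C; CellTiter-Glo; media-only wells and DMSO plates as controls; concentration-effect fits on corrected data.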
# TDP-43 yeast inh: qHTS of TDP-43 Inhibitors; TDP-43 expressing yeast growth rescue, BacTiter-Glo, 24 h; Potency, µM (top dose mostly 46.1 µM), for inactives: at the highest dose growth rescue (activation), hits mostly activators; 410,000 tested, 1.8% active; AID 652104, 2013; also: % of control where 0% means no effect; nearly all actives have a fitted effect of over 50% in size
#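 Growth rescue of TDP-43-toxic yeast measured as ATP luminescence (BacTiter-Glo). Cells grown to mid-log in raffinose, induced in galactose at OD600=0.02, exposed to compound 24 hr at 30 deg C.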
# HT1080NT lethal: qHTS for induction of synthetic lethality in tumor cells producing 2HG: qHTS for the HT-1080-NT fibrosarcoma cell line; 360,000 tested, 1.6% active; Potency, µM (series often up to 46.1 µM), without a hit: top-dose activity, negative = less viability, hits mostly cytotoxic; HT-1080-NT fibrosarcoma viability, CellTiter-Glo ATP luminescence, 48 h; AID 686970, 2013;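 also: NT is the 2HG producing partner of a matched IDH1 knockdown line; 0% = DMSO-treated cells and -100% = media-only wells without cells; nearly all actives have a fitted effect of over 55% in size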
#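 Read-out is CellTiter-Glo luminescence after 10 minutes at room temperature, following 48 hours' compound treatment of HT-1080-NT cells (750 cells/well, RPMI, 5% FBS, 37 degrees C).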
# GLP1R inv ag: qHTS of GLP-1 Receptor Inverse Agonists (Inhibition Mode). 410,000 tested, 1.6% active. HEK293 GLP-1R CRE-luciferase, luminescence, 24 h; GLP-1R form is constitutively active. AID 624417, 2012. Potency, µM (highest dose often 38.3 µM), for the others: top-dose activity change, negative = inhibition, actives largely listed as inhibitors. Glucagon-like peptide 1 receptor (Homo sapiens), P43220; also: % is scaled to controls: 0 for no effect and ±100 for the full control effect; nearly all actives have a fitted effect of over 55% in size
# Target sequence (P43220 whole entry, looked up): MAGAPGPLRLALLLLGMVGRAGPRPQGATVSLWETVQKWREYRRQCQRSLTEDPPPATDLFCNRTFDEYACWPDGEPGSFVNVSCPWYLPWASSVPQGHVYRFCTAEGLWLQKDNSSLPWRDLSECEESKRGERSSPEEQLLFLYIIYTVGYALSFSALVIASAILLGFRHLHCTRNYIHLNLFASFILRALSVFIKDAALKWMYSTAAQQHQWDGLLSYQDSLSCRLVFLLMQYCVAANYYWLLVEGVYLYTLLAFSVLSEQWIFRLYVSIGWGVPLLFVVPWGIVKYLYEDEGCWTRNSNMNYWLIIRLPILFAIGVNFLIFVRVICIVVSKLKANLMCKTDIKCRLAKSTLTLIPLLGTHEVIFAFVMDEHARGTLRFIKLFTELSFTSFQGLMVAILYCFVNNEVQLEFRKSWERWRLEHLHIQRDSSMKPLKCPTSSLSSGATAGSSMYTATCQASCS
#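 Stable HEK293 clone (constitutively active GLP-1R + cAMP-response luciferase); 200 cells/uL plated, 12 h pre-culture, compound 24 hr, 37 deg C/5% CO2; detection reagent 12 min RT; luminescence.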
# HT1080 IDH1KD tx: qHTS for induction of synthetic lethality in tumor cells producing 2HG: qHTS for the HT-1080-IDH1KD cell line; HT-1080 IDH1 knockdown viability, ATP luminescence, 48 h; Potency, µM (doses to about 46.1 µM), inactives show at the highest dose activity, negative = toxicity, usual class: cytotoxic; 360,000 tested, 2% active;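 also: 0% = DMSO wells and -100% = cell-free medium wells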
#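 % activity derives from luminescence (CellTiter-Glo), normalised to DMSO and no-cell wells. HT-1080-IDH1KD cells, 750/well, had 48 h compound exposure at 37 °C.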
# GLP-1R agonist: qHTS of GLP-1 Receptor Agonists. Glucagon-like peptide 1 receptor (Homo sapiens), P43220. HEK293 GLP-1R CRE-luciferase, luminescence, 4-6 h; cells express a hypersensitive GLP-1R form. Potency, µM (doses to about 45.6 µM), for the others: at the top dose activation, usual class: activators. 380,000 tested, 0.007% active. AID 624172, 2012; also: % of control where 0% means no effect
# KB-V1 MDR tox: qHTS assay for MDR1-selective chemotherapeutics: Primary screen using the drug-selected MDR subline cells KB-V1 | AID 1347076, 2019 | Potency, µM (highest dose often 46.1 µM), for the others: at the top dose activity change, negative = cytotoxicity, usual class: cytotoxic | KB-V1 MDR cells viability, CellTiter-Glo, 72 h | 400,000 tested, 3.4% active; also: % is scaled to controls: 0 for no effect and ±100 for the full control effect; nearly all actives have a fitted effect of over 60% in size
#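 Cytotoxicity via CellTiter-Glo luminescence after 72 h compound exposure at 37 degrees C. Cells: drug-selected KB-V1 line, DMEM phenol-red free plus 10% FBS. Compounds tested at multiple concentrations; normalized data fitted to concentration-effect curves.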
# SW480 rereplic: A quantitative high throughput screen for small molecules that induce DNA re-replication in SW480 colon adenocarcinoma cells; 340,000 tested, 1.8% active; SW480 DNA re-replication, Hoechst DNA content imaging, 48 h; AID 624297, 2012; Potency, µM (highest dose often 46.1 µM), without a hit: top-dose re-replication activation, hits mostly activators; also: % of control where 0% means no effect; nearly all actives have a fitted effect of over 55% in size
#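 Treated cells incubate 48 hr (37 C, 5% CO2), are stained 40 min with Hoechst, and nuclear fluorescence is enumerated; a rise in nuclei with high DNA signal marks re-replication.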
# HEK293 tox: qHTS of GLP-1 Receptor Inverse Agonists: Cytotox Screen. HEK293 cAMP-luciferase reporter cells, luminescence, 24 h. Potency, µM (titrated, usually from 38.3 µM), for the others: at the highest dose activity change, negative = inhibition, most hits filed as inhibitors. 410,000 tested, 0.13% active. AID 624418, 2012;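 also: loss of luciferase light is scored as toxicity; % is scaled to controls: 0 for no effect and ±100 for the full control effect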
#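 1536-well qHTS counterscreen of the MLSMR; 200 cells/uL, 12 h pre-incubation, 23 nL cpd, 24 h at 37 deg C 5% CO2, luciferase detection reagent, 12 min RT, luminescence. Inhibition = undesired.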
# * = called active by the depositor; u = inconclusive; x = no result given; & = joins results of further samples; [ ] = dose if it differs, or a comment. Calls follow the shape of the dose curve; as a rule, active = well fitted curve in the direction sought with a large enough effect; inconclusive = small, poorly fitted or top-dose-only effect, or another doubt; inactive = no such curve, though single readings can be large; an effect the other way counts as inactive or inconclusive. Potency is read from the fitted curve at half-maximal effect.
SMILES,KB-3-1 cytotox,TDP-43 yeast inh,HT1080NT lethal,GLP1R inv ag,HT1080 IDH1KD tx,GLP-1R agonist,KB-V1 MDR tox,SW480 rereplic,HEK293 tox
O=C(NCCCN1CCN(c2ccccc2F)CC1)Nc1ccc(F)cc1,-3%,7%,-12%,u,-10%,-17%,6%,-1%,-2%
CCN(CC)CCNC(=O)Cc1c(C(=O)O)n(C)c2ccccc12,3%,-6%,0%,11%,1%,-7%,6%,0%,7%
O=C(Cn1c2ccc(F)cc2c2nc3n(c(=O)c21)CCS3)NC1CCCC1,u,-13%,-14%,-12%,-9%,1%,12%,8%,1%
COC(=O)c1ccc(Cn2c(SCC(=O)Nc3ccc(F)cc3)nc3ccccc32)cc1,12%,13%,x,7%,x,x,-20%,x,15%
Cc1ccccc1Cn1cc(NC(=O)CSc2nc3c(c(C(F)(F)F)n2)CCc2ccccc2-3)cn1,-9%,-14%,2%,0%,6%,5%,9%,17%,-10%
CN(C)c1ccc(C(CNC(=O)c2ccco2)N2CCCC2)cc1 (configuration not stated),1%,18%,7%,-3%,8%,3%,u,1%,-7%
Cc1ccnc(S(=O)(=O)Cc2ccc([N+](=O)[O-])cc2)n1,0%,15%,23%,19%,9%,-5%,30%,u,11%
Cc1ccc(-n2nc(C)c3c(C(=O)NCc4ccc(F)cc4)cc(C)nc32)cc1,4%,0%[9.22 µM],x,-23%,x,x,9%,x,0%
COC(=O)C(C)N(C#N)c1nc(C)nc(C)n1 (configuration not stated),9%,-13%,-1%,-13%,-4%,-8%,3%,-1%,-8%
COCC(C)n1c(SCc2cc(=O)n3cc(C)ccc3n2)nc2ccccc2c1=O (configuration not stated),-3%,-9%,-25%,5%,u,26%,u,1%,-9%
S=C(NCCN1CCOCC1)Nc1ccc(Br)cc1,12%,-1%,9%,1%,14%,-11%,11%,-2%,9%
COc1ccc(NC(=O)CSc2ccc3c(c2)OCCO3)cc1,7%,15%,-21%,-20%,-1%,19%,-12%,15%,9%
Cc1cccc(NC(=S)NC2CCCCCC2)c1C,-12%,-2%,-1%,u,-5%,2%,18µM*,0%,u
Cc1ccc(Cc2c(-c3ccccc3)nc3c(Cl)cc(C(F)(F)F)cn23)cc1,0%,-3%,-9%,-7%,-3%,3%,-5%,x,-2%
O=C(CSc1nnc(-c2cccs2)o1)OC1CCCCC1,10%,12%,-11%,15%,-2%,4%,3%,1%,10%
Cc1nn(-c2ccccc2)c(C)c1NC(=O)COc1ccccc1C#N,-2%,9%,-2%,6%,6%,1%,-11%,x,-8%
CC1CCCCC12NC(=O)N(CC(=O)NCCc1ccc(F)cc1)C2=O (configuration not stated),20%,12%,0%,-8%,1%,9%,8%,-28%,-1%
CC(Nc1ccc(S(=O)(=O)N2CCN(C)CC2)cc1[N+](=O)[O-])c1ccccc1 (configuration not stated),-7%,22%,-1%,u,2%,5%,u,2%,-6%
CCCCC(CC)COC(=O)C(C#N)=C(c1ccccc1)c1ccccc1 (configuration not stated),0%,22%,-22%,-19%,u,-4%&11%,u,-44%&3%[inhibitor],2%
O=C(COC(=O)c1cc(Cl)ccc1O)NCC1CCCO1 (configuration not stated),16%,0%,-10%,-9%,-6%,9%,20%,-28%,3%
O=S(=O)(NCC(c1ccccc1)N1CCNCC1)c1ccc(Cl)cc1 (configuration not stated),u,-5%,u,u,-17%,-4%,u,u,-36%
COc1cc(S(=O)(=O)n2ccc(C)n2)ccc1Cl,-5%,x,-6%,19%,-2%,1%,-21%,u,16%
CN(CC(=O)Nc1cccc(F)c1)C(=O)C1CCN(C(=O)c2ccc(Cl)cc2)CC1,-10%,12%,-8%,u,-6%,-5%,0%,-4%,-8%
COc1ccc(Nc2ncc(C(=O)Nc3cccc(OC)c3)c3ccccc23)cc1,0%,-11%,x,u,x,2%,-18%,x,0%
CCn1c(=O)c(=O)[nH]c2cc(C(=O)NCc3ccc(F)cc3)ccc21,19%,-12%,6%,18%,1%,10%,15%,-4%,-4%
Cc1ccc(S(=O)(=O)CCC(=O)OCC(=O)Nc2cc(C)on2)cc1,13%,11%,25%,32%[activator],10%,-14%,2%,-5%[9.22 µM],-6%
OC(COc1ccc(F)cc1)CN1CCN(CC(O)COc2ccc(F)cc2)CC1 (configuration not stated),-1%,-6%,7%,-31%,7%,-3%,-4%,-5%,-8%
O=C(Nc1ccccc1)Nc1ccc(Cl)c([N+](=O)[O-])c1,u,27%,14%,-4%,0%,-9%,u,u,20%
CCOC(=O)c1ccc(NC(=O)c2cc3c(C)nn(-c4ccccc4Cl)c3s2)s1,-20%,-15%,0%,7%,-3%,3%,-15%,0%,1%
C=CCN=C1CCCc2c1[nH]c1ccc(C)cc21,6.5µM*,20%,14%,17%,5%,19%,3.3µM*,0%,4%
CCc1ccccc1N(C)C(=O)c1cc2c(Cl)nc3ccc(C)cc3c2s1,8%,19%,x,7%,x,x,10%,x,-5%
Cc1noc(C)c1S(=O)(=O)Nc1cccc(CO)c1,6%,-8%,-5%,7%,-3%,-4%,24%,-2%,7%
O=C(NC(=S)N1CCCCC1c1cccnc1)c1ccc(Br)cc1 (configuration not stated),3%,24%,12%,6%,0%,-6%,7%,14%,5%
Cc1ccnc(NC(=O)CCC(=O)N(CC(=O)NC(C)(C)C)c2ccc3c(c2)OCCO3)c1,u,-21%,10%,36%[activator],4%,13%,24%,1%,3%
CCOc1ccc(OCC(=O)Nc2nccs2)cc1,u,-31%[inhibitor],-28%,u,u,-8%,-29%,-29%,2%
O=S(=O)(N[C@H](CO)Cc1ccccc1)c1ccc(Br)cc1F,8%,25%,0%,9%,2%,14%,u,x,2%
COC(=O)c1cnc2c(c(C)nn2C)c1OC,-15%,0%,2%,-1%,4%,14%,u,-1%,-19%
COc1cc(NS(=O)(=O)c2ccc(C)cc2)ccc1-n1cnnn1,0%,-14%,-6%,154%[activator],-25%,-1%,u,1%,-27%
CCCCN1CNC(=S)N(c2cc(C)ccc2C)C1,0%,u,u,0%,u,0%,-25%,u,-16%
COC(=O)CCC(=O)OC,0%,-7%,-5%,9%,-1%,-1%,0%,4.6µM*,6%
Cc1ccc(-c2noc(-c3ccccc3C(=O)N3CCN(C)CC3)n2)cc1,3%,-11%,-3%,0%,0%[9.24 µM],13%,-25%,-2%,-5%
CCOc1ccc(NC(=O)COC(=O)Cc2ccc(S(=O)(=O)N3CCOCC3)s2)cc1,-10%,-11%,0%,-3%,25%,4%,u,-3%,15%
Cc1ccc(Oc2ccccc2NC(=O)CN2C(=O)NC3(CCCC3)C2=O)cc1,0%,-9%,-3%,u,-4%,-5%,-20%,4%,-11%
O=C(CSc1nnc(-c2ccccc2O)o1)NC1CCCCC1,12%,16%,-2%,15%,2%,1%,0%,-20%,-4%
O=C(/C=C/c1ccccc1)N(Cc1ccc(Cl)cc1)C1CCS(=O)(=O)C1 (configuration not stated),5%,12%,-7%,u,-15%,4%,-8%,-3%,1%
COc1ccccc1-n1ccnc(SCC(=O)NCc2ccccc2)c1=O,0%,0%,-5%,-13%,-4%,6%,-2%,-8%,-1%
O=C(Nc1ccccn1)C1CCN(C(=O)c2ccc(Cl)cc2)CC1,3%,15%,3%,4%,4%,-4%,-2%,x,8%
O=C(O)C(Oc1ccc2c(c1)oc(=O)c1ccccc12)c1ccccc1 (configuration not stated),-2%,7%,-14%,57%[activator],-4%,-4%,-2%,-31%[inhibitor],-21%
CCCCN1C(=O)C(CC(=O)NCCCCc2ccccc2)CC(C(=O)N(C(C)C)C(C)C)=C1C (configuration not stated),-10%,u,1%,u,-5%,-6%,u,x,-5%
O=C(Nc1cc(Cl)ccc1-n1cncn1)C1CC1,-8%,-20%,-1%,46%[activator],-5%,3%,-10%,-363%[inhibitor],2%
COCC1CCCN(Cc2nc(C(c3ccccc3)c3ccccc3)no2)C1 (configuration not stated),-1%,3%,-2%,u,-3%,12%,-17%,2%,15%
CN(CCNC(=O)c1cn(C)c2ccc(S(=O)(=O)N(C)C)cc2c1=O)CCc1ccccc1,1%,-4%,4%,-11%,2%,0%,u,1%,-18%
Cc1nc(SCC(=O)NC2CCS(=O)(=O)C2)c(C#N)c(C)c1C (configuration not stated),1%,10%,1%,7%,1%,-1%,8%,-20%,3%
CCCC(=O)Nc1cc(-c2nnc(OC)c3ccccc23)ccc1N1CCOCC1,10%,11%,1%,0%,-3%,1%,5%,-2%,-2%

# Given tab-delimited: 4 of the compounds above
molecule	KB-3-1 cytotox	TDP-43 yeast inh	HT1080NT lethal	GLP1R inv ag	HT1080 IDH1KD tx	GLP-1R agonist	KB-V1 MDR tox	SW480 rereplic	HEK293 tox
CCCC(=O)Nc1cc(-c2nnc(OC)c3ccccc23)ccc1N1CCOCC1	10%	11%	1%	0%	-3%	1%	5%	-2%	-2%
COc1ccccc1-n1ccnc(SCC(=O)NCc2ccccc2)c1=O	0%	0%	-5%	-13%	-4%	6%	-2%	-8%	-1%
O=C(Nc1cc(Cl)ccc1-n1cncn1)C1CC1	-8%	-20%	-1%	46%[activator]	-5%	3%	-10%	-363%[inhibitor]	2%
O=C(O)C(Oc1ccc2c(c1)oc(=O)c1ccccc12)c1ccccc1 (configuration not stated)	-2%	7%	-14%	57%[activator]	-4%	-4%	-2%	-31%[inhibitor]	-21%
